A3A deaminase – human APOBEC3A DNA deaminase inhibition | AID 493011 | inhibition, % at 20 µM | 0.41% of 330,000 active | P31941 | recombinant A3A, FAM/TAMRA ssDNA deamination fluorescence;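 active means at least 40% inhibition at 20 µM here, with at most 30% in a related deaminase screen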;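 further: plate controls were A3A with DMSO for no effect and wells lacking A3A enzyme for full effect; some results filed as inactive read as strong as hits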
Target sequence (P31941 whole entry, looked up): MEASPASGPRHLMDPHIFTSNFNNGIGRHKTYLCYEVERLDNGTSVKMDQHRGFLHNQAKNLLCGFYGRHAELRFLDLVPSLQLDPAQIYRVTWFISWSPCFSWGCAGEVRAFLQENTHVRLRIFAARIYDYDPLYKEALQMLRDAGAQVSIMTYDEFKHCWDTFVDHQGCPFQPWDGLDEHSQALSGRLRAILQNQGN
PfG6PD inh – PfG6PD (Plasmodium falciparum) enzyme inhibition; inhibition, % at 20 µM; AID 504690; PfGluPho enzyme, NADPH resazurin-diaphorase fluorescence; 0.78% of 350,000 active;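 active means inhibition reaching at least a set limit at 20 µM in the primary screen, cut at about 59% in these data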;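 further: 0% = DMSO wells with substrate and 100% = DMSO wells lacking glucose-6-phosphate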
hIAP inh – blocks human intestinal alkaline phosphatase; P09923; purified IAP, CDP-Star luminescence, 30 min; inhibition, % at 10 µM; 0.12% of 330,000 active; AID 2544;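 active means inhibition reaching a set limit with compound at 10 µM in the primary screen, cut at about 35% in these data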;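 further: plate controls were DMSO wells with enzyme for no effect and no-enzyme buffer wells for full effect; values of inactives mirror those of a sister screen read the other way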
mIAP act – mouse IAP activation; muIAP, CDP-Star luminescence, 30 min; active compounds read high; 1 = vehicle-only enzyme signal, 0 = enzyme-free wells; activation factor at 10 µM; 0.24% of 330,000 active; AID 2805;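 active means activation factor of at least 2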; further: the source names both 10 and 20 µM as test concentration; values of inactives mirror those of a sister screen read the other way
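Assay system: mouse IAP enzyme; reagent: chemiluminescent substrate CDP-Star; dosing: test compounds delivered from DMSO solution; schedule: 30 min at room temperature; measured by: luminescence from enzymatic CDP-Star hydrolysis; controls: DMSO-only wells and no-enzyme negative control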
mIAP block – blocks mouse intestinal alkaline phosphatase. purified mouse IAP, CDP-Star luminescence, 30 min. inhibition, % at 10 µM. 0.2% of 330,000 active. AID 2806;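 active means inhibition of at least 40% at 10 µM in the primary screen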;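 further: plate controls were DMSO with enzyme for no effect and no enzyme wells for full effect; values of inactives mirror those of a sister screen read the other way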
HKDC1 inhibitor – inhibitors of human hexokinase HKDC1 | recombinant HKDC1, G6PDH/diaphorase resazurin coupled fluorescence | inhibition, % at 20 µM | 0.16% of 340,000 active | AID 493160;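 active means inhibition above about 35% when tested at 20 µM, limit read from the data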;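 further: plate controls were DMSO wells with enzyme for no effect and DMSO wells lacking enzyme for full effect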
Target sequence (Q2TB90 whole entry, looked up): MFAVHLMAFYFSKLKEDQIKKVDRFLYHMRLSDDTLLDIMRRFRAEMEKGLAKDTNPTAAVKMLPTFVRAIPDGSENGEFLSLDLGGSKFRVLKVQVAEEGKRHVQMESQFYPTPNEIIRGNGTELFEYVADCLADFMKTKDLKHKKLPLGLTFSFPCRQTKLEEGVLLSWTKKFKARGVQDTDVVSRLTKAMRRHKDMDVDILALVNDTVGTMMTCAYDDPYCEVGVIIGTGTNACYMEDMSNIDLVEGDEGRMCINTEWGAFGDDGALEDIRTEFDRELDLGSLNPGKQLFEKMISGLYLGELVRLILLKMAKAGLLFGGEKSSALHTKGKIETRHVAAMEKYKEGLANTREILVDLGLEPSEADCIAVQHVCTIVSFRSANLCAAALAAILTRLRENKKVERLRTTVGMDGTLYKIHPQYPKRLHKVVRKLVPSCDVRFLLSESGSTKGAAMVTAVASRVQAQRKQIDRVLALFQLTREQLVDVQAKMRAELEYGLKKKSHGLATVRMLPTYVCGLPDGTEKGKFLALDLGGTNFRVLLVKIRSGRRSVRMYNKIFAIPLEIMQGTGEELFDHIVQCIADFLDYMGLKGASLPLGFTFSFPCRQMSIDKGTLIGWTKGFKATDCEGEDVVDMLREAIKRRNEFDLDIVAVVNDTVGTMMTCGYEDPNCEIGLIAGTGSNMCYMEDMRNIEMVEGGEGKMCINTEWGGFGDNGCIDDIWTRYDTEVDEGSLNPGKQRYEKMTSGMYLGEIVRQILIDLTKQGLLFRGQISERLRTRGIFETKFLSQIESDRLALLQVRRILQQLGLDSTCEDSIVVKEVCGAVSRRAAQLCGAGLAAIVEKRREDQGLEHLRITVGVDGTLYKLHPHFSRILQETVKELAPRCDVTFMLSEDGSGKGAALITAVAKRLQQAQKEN
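Test system: recombinant HKDC1 (HK5) hexokinase enzyme, produced in-house / Doses: 20 µM test compound, 1% DMSO / Timing: 90 min, room temperature / Detection: G6PDH/diaphorase-coupled fluorescence, 1 mM NADP, 100 µM resazurin, 525/613 nm / Control set: DMSO wells with and without enzyme mix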
hIAP act – human IAP activation; P09923; purified human IAP, CDP-Star luminescence, 30 min; active compounds read high; 1 = vehicle-only enzyme, 0 = enzyme-free background; AID 2524; activation factor at 10 µM; 0.16% of 330,000 active;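 active means activation factor of the enzyme at least 2-fold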; further: the source names both 10 and 20 µM as test concentration; values of inactives mirror those of a sister screen read the other way
ATG4B inhibitor – inhibitors of human ATG4B cysteine protease; Q9Y4P1; ATG4B cleavage of LC3-PLA2, NBD-HPC fluorescence, 1 h; inhibition, % at 8.33 µM; 0.51% of 340,000 active; AID 504462; in the data active means inhibition above about 40%
An asterisk follows results filed as active.

SMILES	A3A deaminase	PfG6PD inh	hIAP inh	mIAP act	mIAP block	HKDC1 inhibitor	hIAP act	ATG4B inhibitor
CN(Cc1cnccn1)C(=O)CC1C(=O)NCCN1Cc1ccc(F)cc1Cl (stereo not given)	-4	4	-16	0.98	2	-3	1.2	2
CCCCCn1c(S(=O)(=O)O)nc2ccccc21	-2	-16	-14	0.93	7	-7	1.1	2
CCN(C(=O)C1=COCCO1)c1nc2c(C)cccc2s1	0	21	-10	1	0	-1	1.1	7
Cc1ccc(CCNC(=O)c2cc(S(=O)(=O)N3CCCCC3)c[nH]2)cc1	1	13	-53	1.2	-17	-1	1.5	-14
Cc1c(NC(=O)c2ccc(-c3ccccc3)cc2)cccc1C(=O)O	0	-6	2	0.93	7	-2	0.98	-11
COc1cc(NS(=O)(=O)c2ccc(-c3ccc(=O)[nH]n3)o2)cc(OC)c1OC	-5	-7	17	0.91	10	-3	0.83	-6
CCOC(=O)N1CCN(S(=O)(=O)c2cccs2)CC1	0	-4	17	0.95	4	5	0.83	-7
COc1ccc(/C=C2\SC(=O)N(CCCC(=O)Nc3ccc(C(=O)O)cc3)C2=O)cc1OC	1	2	0	0.98	2	4	1	-4
O=C(CCOc1cccc(Br)c1)Nc1ccc(F)c(S(=O)(=O)N2CCOCC2)c1	5	7	-21	0.95	5	-1	1.2	1
CCCN1CNC(=S)N(c2ccc(C)cc2C)C1	-3	5	-28	0.9	10	-5	1.3	-5
COC(=O)CC(N)c1ccc(OC)c2ccccc12 (stereo not given)	2	-6	-9	1	0	-4	1.1	-13
Cc1ccc(Nc2nc(NCCCN3CCOCC3)nc(N)c2[N+](=O)[O-])cc1C	-3	18	16	0.92	8	-5	0.83	-8
O=C(OCC(=O)N1CCOCC1)c1ccc(Cl)c(S(=O)(=O)N2CCc3ccccc32)c1	-4	12	11	0.97	3	-6	0.89	-13
CS(=O)(=O)Nc1ccc(C(=O)NC2CCCC2)cc1	-1	-6	-3	0.99	1	0	1	-9
COc1ccc(N2C(=O)CSC2c2ccc(F)cc2)cc1 (stereo not given)	-2	-7	2	0.99	1	4	0.98	4
Cc1ccc(O)c(NC(=O)c2onc(C)c2Cl)c1	-4	6	-2	0.98	2	-2	1	-11
CCN(CCO)c1ncnc2c1sc1nc(CC(C)C)c3c(c12)CC(C)(C)OC3	-1	18	3	0.94	6	14	0.97	-4
Cc1ccc(C(CCN)c2ccco2)cc1 (stereo not given)	-3	-14	-1	1.1	-8	1	1	-1
CCCOc1cccc(C2/C(=C(/O)c3ccccc3)C(=O)C(=O)N2CCN(C)C)c1 (stereo not given)	1	-3	14	1	-2	-6	0.85	2
CCOC(=O)CN(C(=O)c1ccccc1)c1ccccc1C	0	8	15	1	-2	0	0.85	-7
Cc1nc2cc(Cl)c(Cl)cc2nc1C	3	10	-1	1	-3	-1	1	-3
Nc1ccc(C(=O)OCC(=O)NC2CCCc3ccccc32)cc1[N+](=O)[O-] (stereo not given)	6	2	-15	0.91	9	-6	1.1	-1
Cc1ccc(S(=O)(=O)/N=C(/c2ccccc2)N(C)c2ccc(O)cc2)cc1	3	-10	-11	1	-4	-12	1.1	-11
COc1ccc2nc(NC(=O)CSc3nccc(C)n3)sc2c1	4	-17	3	0.94	6	1	0.97	-17
c1ccc(-c2cc3ccccc3[nH]2)cc1	3	22	-2	1.1	-9	-2	1	3
S=C(Nc1ccc(Cl)cc1)NC1CCN(Cc2ccccc2)CC1	-1	7	13	1.5	-46	0	0.87	-10
O=C(CN1C(=O)C2C3C=CC(C3)C2C1=O)OCC(=O)c1ccc(Cl)c([N+](=O)[O-])c1 (stereo not given)	2	-30	-13	1	-4	-1	1.1	-6
Cc1c(Br)cc(C(=O)NCCCN2CCOCC2)c(C)c1C	-1	-14	13	1	0	-13	0.87	4
COc1ccc(/C=C/C(=O)Nc2ccc(C)cc2)cc1S(=O)(=O)N1CCOCC1	5	0	-5	0.99	1	-6	1.1	-6
COc1ccc(C2C(C#N)=C(C)NC(C)=C2C#N)c(OC)c1	5	-6	-12	1.1	-6	-4	1.1	-1
CCc1ccc(C(=O)Nc2cccnc2Oc2ccc(Cl)cc2)cc1	3	-13	1	1	-3	6	0.99	2
Cc1cccc(C2c3[nH]c4ccccc4c3CCN2C(=O)Cc2n[nH]c(C)n2)n1 (stereo not given)	0	-8	-36	0.97	3	-3	1.4	-5
Cc1cccc(NC2=CC(=O)CC(C)(C)C2)c1C	-6	-16	-12	1	-3	-2	1.1	-1
Cc1ccc(S(=O)(=O)Nc2cccc3ncccc23)cc1	-4	-21	-6	1	-5	-1	1.1	-2
CN(C1CCS(=O)(=O)C1)S(=O)C12CC3CC(CC(C3)C1)C2 (stereo not given)	-3	-10	-6	1.1	-7	-9	1.1	-1
Cc1ccccc1-n1ncc2c1CC(C)(C)CC2NC(=O)CSc1ccncc1 (stereo not given)	-2	-2	3	1	0	6	0.97	0
CN(C/C=C/c1ccccc1[N+](=O)[O-])Cc1ccccc1	0	4	-8	0.95	4	3	1.1	10
COC(=O)c1ccc2c(=O)n(-c3ccccc3F)c(=S)[nH]c2c1	-3	5	0	0.97	3	-3	1	4
C=CCN1C(=O)c2ccc(C(=O)NCC(c3ccccc3)N(C)C)cc2C1=O (stereo not given)	2	-4	-23	1	-2	-3	1.2	-8
CCn1cc(C(=O)NCc2ccco2)c(=O)c2cc(S(=O)(=O)N3CCC(C)CC3)ccc21	1	-6	4	1.1	-5	9	0.96	-1
CC(C)C(=O)NC(NC(=S)Nc1ccc(S(N)(=O)=O)cc1)C(Cl)(Cl)Cl (stereo not given)	1	5	7	0.88	12	9	0.93	-5
Cc1ccc(-c2cc(C(F)F)nc(NCc3cccnc3)n2)cc1	-5	9	24	0.93	7	3	0.76	-15
CC(=O)c1sc(N)c(C(=O)OC(C)C)c1C	1	12	-43	0.96	4	-3	1.4	-3
COc1ccc(CCN2CC(C(=O)NCc3ccco3)CC2=O)cc1OC (stereo not given)	2	-19	3	1.1	-9	-3	0.97	-5
O=C(c1ccc2n[nH]nc2c1)N1CCN(c2ccc(C(F)(F)F)cn2)CC1	2	-25	-9	1	0	1	1.1	3
O=[N+]([O-])c1ccc(OCCN2CCNCC2)cc1	1	-6	1	0.95	5	-10	0.99	16
Cc1n[nH]c(=S)n1/N=C/c1cccc(OCc2ccccc2)c1	1	22	-11	0.95	5	0	1.1	8
c1ccc(CNC2=NCCCCC2)cc1	4	-7	-2	1	-4	-6	1	-2
COc1ccccc1/C=C/C=N/n1c(-c2ccc(Cl)cc2Cl)n[nH]c1=S	-3	-1	-15	1	-1	-4	1.1	-2
CC1=C(C(=O)Nc2cc(C(=O)N3CCC(C)CC3)ccc2C)SCCO1	-5	6	-44	1	-2	2	1.4	-6
C=CCn1c(N)c(C(=O)Nc2ccccc2)c2nc3ccccc3nc21	-1	2	3	0.94	6	-2	0.97	-25
Cc1ccc(CN2C(=O)CCC2C(=O)NCc2ccc3c(c2)OCO3)cc1 (stereo not given)	-2	-8	-23	0.98	2	-8	1.2	2
CC(=O)c1ccccc1NS(=O)(=O)c1ccc2c(c1)CC(=O)N2	2	-3	7	0.94	6	2	0.93	4
COc1ccc2c(c1)nc(NCCO)n2C	-4	2	-15	1.1	-15	-4	1.2	-2
COc1ccc(CC(=O)OCc2nnc(C3COc4ccccc4O3)o2)cc1OC (stereo not given)	1	-9	6	0.99	1	-1	0.94	-6
Cc1cc(C)n(-c2ccccc2C#N)n1	-2	-17	10	0.98	2	6	0.9	0
O=C(C[C@H]1C(=O)N(C2CCCCC2)C[C@@H]1Cc1ccccc1)Nc1ccccc1	-4	10	9	1.2	-17	3	0.91	-4
CCCSc1ccc([C@H]2N[C@@](Cc3ccccc3)(C(=O)OC)[C@H]3C(=O)N(C)C(=O)[C@@H]23)cc1	-2	2	-4	1	-4	-1	1	-2
Cc1ccc(C2(CCNCc3ccc(N(C)C)cc3)CCOC(C(C)C)C2)cc1 (stereo not given)	3	16	-18	1.1	-12	5	1.2	4
CC(=O)Nc1ccc(Sc2ccccc2C(=O)O)c(C(=O)O)c1	-1	-14	-6	0.93	7	1	1.1	2
(list continues)
SMILES	A3A deaminase	PfG6PD inh	hIAP inh	mIAP act	mIAP block	HKDC1 inhibitor	hIAP act	ATG4B inhibitor
CCOC(=O)c1cc(-c2ccccc2)sc1N	-9	57	5	0.94	6	-3	0.95	9
Cc1cc(Br)c2c(c1)C(O)(N1CCCCC1C)C(=O)N2 (stereo not given)	2	0	12	0.92	8	-2	0.88	-6
CC(=O)N(C)C1=C(N2CCOCC2)C(=O)c2ccccc2C1=O	-2	42	5	0.94	6	11	0.95	7
O=c1ccn(Cc2ccccc2)cc1	0	-5	-9	1	-2	-7	1.1	7
CCN(CCCc1ccccc1)CCCc1ccccc1	-4	-18	-2	0.98	2	-4	1	4
O=C(CSc1nc(=O)n2ccccc2n1)Nc1ccc2c(c1)OCCO2	2	11	12	0.99	1	-3	0.88	-16
CC(C)Nc1nc(NC(C)C)nc(N(C#N)CCOc2ccc(Cl)cc2Cl)n1	3	17	2	1.1	-8	5	0.98	0
O=C(CN1C(=O)c2cccc3cccc1c23)NCc1ccccn1	-4	-7	-21	1.1	-14	0	1.2	-1
CCOc1ccc(OCC)c(NC(=O)CSc2nnnn2CC)c1	-3	7	0	0.84	16	0	1	-5
CC1CCCCN1C(=O)CSc1nc(C2CC2)nc2ccccc12 (stereo not given)	-7	0	15	1	-2	-4	0.85	-8
COc1ccc(Nc2nc3ccccc3nc2-n2nc(C)cc2C)cc1	4	6	-52	0.96	4	1	1.5	-1
COc1ccc(CNc2cccc(F)c2)cc1Br	4	8	-1	1	-4	-1	1	3
Cn1c(Cn2c(=O)sc3ccccc32)nnc1SCc1ccccc1F	-1	-8	4	0.93	7	-1	0.96	-4
CCOC(=O)c1ccc(COC(=O)c2nonc2N)cc1	-2	-2	4	1.1	-8	-4	0.96	-10
COc1ccc(C)cc1NC(=O)CN1CCN(S(=O)(=O)c2ccc(C(C)C)cc2)CC1	1	-11	-20	1.2	-21	7	1.2	-3
COc1cccc(/C(C)=N/Nc2ccc(S(=O)(=O)N3CCCCC3)cn2)c1	1	19	-14	0.98	2	4	1.1	-6
CN(c1ccc(F)cc1)S(=O)(=O)c1ccc(Cl)c(C(=O)OCC(=O)NC2CC2)c1	-6	8	4	0.99	1	5	0.96	-1
N#CCOC(=O)c1sccc1-n1cccc1	-3	0	9	1	-3	-3	0.91	1
Cc1ccccc1CCN(C(=O)c1csnn1)C(C(=O)NC1CCCC1)c1ccco1 (stereo not given)	-2	3	-2	0.92	8	1	1	3

Only hIAP act and hIAP inh (2 entries from above):
smiles,hIAP act,hIAP inh
COC(=O)CC(N)c1ccc(OC)c2ccccc12 (stereo not given),1.1,-9
Cc1ccc(Nc2nc(NCCCN3CCOCC3)nc(N)c2[N+](=O)[O-])cc1C,0.83,16

An excerpt taken from the entries so far, for reference:
SMILES	A3A deaminase	PfG6PD inh	hIAP inh	mIAP act	mIAP block	HKDC1 inhibitor	hIAP act	ATG4B inhibitor
Cn1c(Cn2c(=O)sc3ccccc32)nnc1SCc1ccccc1F	-1	-8	4	0.93	7	-1	0.96	-4
CCOC(=O)c1ccc(COC(=O)c2nonc2N)cc1	-2	-2	4	1.1	-8	-4	0.96	-10
COc1ccc(C)cc1NC(=O)CN1CCN(S(=O)(=O)c2ccc(C(C)C)cc2)CC1	1	-11	-20	1.2	-21	7	1.2	-3
COc1cccc(/C(C)=N/Nc2ccc(S(=O)(=O)N3CCCCC3)cn2)c1	1	19	-14	0.98	2	4	1.1	-6

High-throughput results as filed in PubChem.
